Bioassay records as filed in PubChem BioAssay.
mcGAS lum – cyclic GMP-AMP synthase inhibitors, mouse, primary biochemical chemiluminescence. recombinant cGAS, Kinase-Glo ATP depletion luminescence. Q8C6L5. inhibition, % at 12.5 µM. hit rate 0.15% among 160,000;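 further: 0% = negative control wells and 100% = reference inhibitor with no enzyme activity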
hcGAS inh – Primary biochemical luminescence assay for human cyclic GMP-AMP synthase inhibitors | Q8N884 | recombinant h-cGAS, ATP depletion, Kinase-Glo luminescence | inhibition, % at 12.5 µM | hit rate 0.081% among 290,000;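 further: 0% = vehicle reaction and 100% = reaction without DNA for no activity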
Target sequence (Q8N884 whole entry, looked up): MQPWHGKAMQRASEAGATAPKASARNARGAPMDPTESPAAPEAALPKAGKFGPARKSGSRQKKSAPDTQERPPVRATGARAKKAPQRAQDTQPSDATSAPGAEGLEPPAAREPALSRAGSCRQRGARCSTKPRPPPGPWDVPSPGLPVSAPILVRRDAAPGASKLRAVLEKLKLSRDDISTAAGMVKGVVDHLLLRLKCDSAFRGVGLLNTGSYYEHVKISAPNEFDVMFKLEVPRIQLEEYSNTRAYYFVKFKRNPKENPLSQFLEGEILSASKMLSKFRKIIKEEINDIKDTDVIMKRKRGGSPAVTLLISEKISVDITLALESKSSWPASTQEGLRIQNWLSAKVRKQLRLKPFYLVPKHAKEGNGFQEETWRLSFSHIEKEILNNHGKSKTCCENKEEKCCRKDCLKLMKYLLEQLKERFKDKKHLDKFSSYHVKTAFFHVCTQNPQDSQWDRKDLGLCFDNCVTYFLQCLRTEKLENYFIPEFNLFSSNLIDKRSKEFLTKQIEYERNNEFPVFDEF
NPYLR7 ag – agonists of mosquito NPYLR7 receptor, primary screen, cell-based, Aedes aegypti, calcium fluorescence, mosquito biting behavior; hit rate 0.15% among 270,000; HEK293T NPYLR7/Galpha15, GCaMP6s calcium fluorescence; activation, % at 10 µM; Aedes aegypti neuropeptide Y-like receptor 7 (NPYLR7); in the data active means activation above about 40%;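 further: 0% = vehicle and 100% = reference agonist at the receptor; some compounds past the cut are filed as inactive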
An asterisk follows results filed as active; / = no result given. Unless noted, no stated cut-off is given here; in the data, active means inhibition above about 40%; inactive means the rest.

Value order – mcGAS lum, hcGAS inh, NPYLR7 ag
[1] CCOC(=O)c1cn(Cc2cc(C)ccc2C)nc1S(=O)(=O)N1CCCCC1
 : /, 3, -9
[2] Cc1cccnc1CNC(=O)COc1ccc(Cl)cc1
 : /, 6, 1
[3] CC(=O)Nc1ccc(C(=O)N2C3CCC4(CC3)OC(=O)N(Cc3ccccc3)CC24)cc1 (configuration not stated)
 : -7, -3, 31
[4] Cc1cc(OCC2CN(C(=O)Cc3ccc(F)cc3)CCO2)ccc1Cl (configuration not stated)
 : -1, 2, 3
[5] CCCCC(CC)C(=O)Nc1c(-c2ccccc2F)nc2ccc(C)cn12 (configuration not stated)
 : -9, -10, -7
[6] CC(C(=O)NCc1ccc(-n2cncn2)cc1)n1cnc2ccccc21 (configuration not stated)
 : /, 0, 1
[7] Cc1ccc(N=Cc2nc(-c3ccccc3F)oc2O)cc1Cl
 : -5, 19, -8
[8] O=S(=O)(CCc1ccncc1)c1ccc(Cl)cc1
 : /, -14, 2
[9] CCc1cccc(NC(=O)N2CCc3nc(-c4ccccc4)nc(N4CCN(C)CC4)c3C2)c1
 : -5, 2, 26
[10] Cc1ccsc1[C@@H]1CCN(Cc2cc(CC(C)C)n[nH]2)C[C@H]1O
 : /, -3, -5
[11] CC(=O)NC1C(Oc2ccc(Cl)cc2)OC(CO)C(O)C1O (configuration not stated)
 : -5, -8, -3
[12] COc1ccc(C(=O)Nc2ccc3c(c2)C(N(C)C(C)C)=Nc2ccccc2O3)cc1
 : /, -6, 7
[13] CSC1=NC(=N)C(C#N)C2(CCCCC2)C1C(N)=O (configuration not stated)
 : /, -8, 5
[14] CCOC(=O)N1CCN(C(=O)c2cc(-c3ccc(OC)cc3OC)nn2-c2cccc(C)c2)CC1
 : -6, -6, -7
[15] COc1ccc(C(=O)N2CCc3nc(-c4ccccc4)nc(N4CCCC4)c3C2)cc1
 : -5, 0, 13
[16] CCOCCn1cc(C2CCN(S(=O)(=O)c3ccc(NC(C)=O)cc3)CC2)c2ccccc21
 : -5, -10, -2
[17] COc1ccc(OC)c2sc(N(CCN(C)C)C(=O)c3cc(Cl)sc3Cl)nc12
 : -7, -10, -1
[18] Cc1ccc(NC(=O)N2CC(C)(C)SC23C(=O)N(Cc2ccccc2)c2ccc(Cl)cc23)cc1C (configuration not stated)
 : -6, -12, 7
[19] Cn1c(C(C#N)=C(O)c2ccc(Cl)cc2)nc2ccccc21
 : -4, -2, 4
[20] COc1ccc(S(=O)(=O)N2CCC(Cc3ccccc3)CC2)cc1N1CCN(S(=O)(=O)c2cc(C)ccc2C)CC1
 : -5, -2, 26

Value order – mcGAS lum, hcGAS inh, NPYLR7 ag
[21] COc1cc2c(cc1O)NC(=O)CC2c1c(C)nn(C)c1Cl (configuration not stated)
 : /, 2, 13
[22] CCCCCCCCC(=O)Nc1c(-c2ccc(F)c(F)c2)nc2ccccn12
 : -8, -7, -7
[23] COc1cccc(-c2cnc3c(NC=O)cc(-c4ccoc4)cn23)c1
 : 5, -2, 0
[24] Cc1ccc(C(NCC(=O)NC(=O)NC(C)(C)C)C2CC2)cc1 (configuration not stated)
 : -3, -5, 4
[25] CCCN(CC(=O)Nc1cc(C(C)(C)C)nn1-c1cccc(C)c1C)C(=O)c1ccc(Cl)c(Cl)c1
 : -7, -6, 19
[26] CC1(Cc2ccc(C(F)(F)F)nc2)C(=O)Nc2ccc(OC(F)(F)F)cc21 (configuration not stated)
 : -2, -1, 10
[27] O=[N+]([O-])c1cccc(-c2ccc(SCc3cn4ccccc4n3)nn2)c1
 : -6, -3, 18
[28] CCOCCCNC(=O)Nc1c[nH]c2ccccc12
 : -8, -5, 1
[29] O=C1CN(C(=O)OCc2ccccc2)CC(O)CN1CC1CC1 (configuration not stated)
 : -6, -9, 20
[30] NC(=O)C(OC(=O)CCc1ccsc1)c1ccc(F)cc1 (configuration not stated)
 : /, -4, 2
[31] O=c1cc(CSc2ncccc2Cl)nc2sccn12
 : -16, -5, -3
[32] CCOCCn1c(=O)c2c(nc3n(C4CCCC4)c(C)cn23)n(C)c1=O
 : -8, -5, -3
[33] O=C(CSc1nc(=O)n(CCN2CCOCC2)c2c1CCCC2)N1CCCc2ccccc21
 : 0, 2, -5
[34] Cc1ccc(-c2cc(C(F)(F)F)n3nc(C(=O)NCCc4c[nH]c5ccccc45)cc3n2)cc1
 : -4, -1, -7
[35] Cc1ccc([N+](=O)[O-])cc1S(=O)(=O)Nc1cc2c3c(oc2c2ccccc12)CC(C)(C)CC3=O
 : -5, -2, -6
[36] NC(=O)c1ccc(=O)n(CC/C=C/c2ccc(Br)cc2)n1
 : -7, 2, 1
[37] CCCNc1nc2c(C)cccn2c(=O)c1C=C1SC(=S)N(C)C1=O
 : -2, 0, 6
[38] CC/C=C\CC/C=C/CN1CC[C@H](O)C[C@@H]1C(=O)O
 : /, -10, -1
[39] Cc1nnc(Sc2cc(=O)n(C)c(=O)n2C)s1
 : /, 1, 0
[40] Cc1ccc(N2C(=O)CCC2(C(N)=O)c2ccccc2)cc1 (configuration not stated)
 : -4, -3, 10

Value order – mcGAS lum, hcGAS inh, NPYLR7 ag
[41] O=C(Cc1ccc2c(c1)CCCC2)Nc1ccc(S(=O)(=O)C(F)F)cc1
 : /, -4, 6
[42] Cc1ccc(-c2ccnc(NC3CC(=O)N(CC(C)(C)C)C3)n2)c(C)n1 (configuration not stated)
 : /, -5, 15
[43] Nc1nc(SCc2cccnc2)[nH]c(=O)c1NC(=O)c1ccc(F)c(F)c1
 : -6, -4, 1
[44] Cc1c(C(=O)N2CCN(CC(=O)NC3CC3)CC2)sc2ccccc12
 : -9, -16, 0
[45] COc1ccc(C(=O)N[C@@H]2CCCCC2NC(=O)C2CCCN(C(=O)Cc3ccccc3)C2)cc1 (some centres not stated)
 : -4, -3, 2
[46] Cc1ccc(N2CCCC(NCc3nc(-c4ccco4)no3)C2)nn1 (configuration not stated)
 : /, -6, -2
[47] COc1ccc(NS(=O)(=O)c2cnc[nH]2)cc1OC
 : /, -9, 11
[48] COc1ccc(-c2cnc3ncnn3c2N2CCCN(C(=O)Nc3cccc(C(C)=O)c3)CC2)cc1
 : -10, -12, 1
[49] CS(=O)(=O)c1ccc2c(c1)CCCN2C(=O)c1cc(=O)[nH]c2ccccc12
 : /, -4, 4
[50] Cc1ccc(-c2ccc(NC(C)c3ccccc3)nn2)cc1S(N)(=O)=O (configuration not stated)
 : /, -7, -12
[51] CN1CC(=O)N(CCCC(=O)O)C1=O
 : /, -5, 6
[52] CCc1nc2n(n1)C(=O)C(C(c1ccc(OC)c(OC)c1)N1CCC(C)CC1)S2 (configuration not stated)
 : -6, -5, -1
[53] Cc1ccc(CN(CCN(C)C)C(=O)Cn2[nH]c(=O)ccc2=O)s1
 : -10, -7, /
[54] CC1Cc2ccccc2N1CC(O)c1ccccc1 (configuration not stated)
 : -6, -6, 12
[55] CCCCCCNC(=O)c1cc(-c2cccs2)nn1-c1ccc(F)cc1
 : -5, -8, 21
[56] CCN(CC(=O)Nc1cccc(OC)c1)C(=O)c1ccc2c(c1)S(=O)(=O)N(C)C2=O
 : -6, -1, 6
[57] CCn1cc(C(=O)N2CCC(C3CCN(C(=O)NC)CC3)C2)cn1 (configuration not stated)
 : -4, -7, /
[58] Cc1ccc(-n2ncc3c2CC(C)(C)CC3NC(=O)CCc2ccc3c(c2)OCO3)cc1 (configuration not stated)
 : -8, -5, 5
[59] CCN(CC)Cc1cnc2c(C(=O)N3CCCCC3C(N)=O)cnn2c1 (configuration not stated)
 : -17, -7, 10
[60] O=C(Cc1csc(Nc2ccccc2)n1)NC1CC1
 : /, -11, 9

Record cards, as listed above. Order of screens: mcGAS lum	hcGAS inh	NPYLR7 ag
`Cc1ccc(-c2ccnc(NC3CC(=O)N(CC(C)(C)C)C3)n2)c(C)n1` (configuration not stated) in the list: /	-5	15
`CCN(CC(=O)Nc1cccc(OC)c1)C(=O)c1ccc2c(c1)S(=O)(=O)N(C)C2=O` in the list: -6	-1	6
`Cc1ccc(-n2ncc3c2CC(C)(C)CC3NC(=O)CCc2ccc3c(c2)OCO3)cc1` (configuration not stated) in the list: -8	-5	5
`O=C(Cc1ccc2c(c1)CCCC2)Nc1ccc(S(=O)(=O)C(F)F)cc1` in the list: /	-4	6
`Cc1ccc(-c2ccc(NC(C)c3ccccc3)nn2)cc1S(N)(=O)=O` (configuration not stated) in the list: /	-7	-12

4 entries already listed, sorted by formula weight, low to high:
Value order – mcGAS lum, hcGAS inh, NPYLR7 ag
[28] CCOCCCNC(=O)Nc1c[nH]c2ccccc12
 : -8, -5, 1
[13] CSC1=NC(=N)C(C#N)C2(CCCCC2)C1C(N)=O (configuration not stated)
 : /, -8, 5
[53] Cc1ccc(CN(CCN(C)C)C(=O)Cn2[nH]c(=O)ccc2=O)s1
 : -10, -7, /
[48] COc1ccc(-c2cnc3ncnn3c2N2CCCN(C(=O)Nc3cccc(C(C)=O)c3)CC2)cc1
 : -10, -12, 1

Additional entries:
Value order – mcGAS lum, hcGAS inh, NPYLR7 ag
[61] COc1ccc(-c2csc(NC(=O)C3CCCN(C(=O)N(C)C)C3)n2)cc1Cl (configuration not stated)
 : /, -5, 5
[62] CCCCCn1c(NC2CCCCC2)nc2c1c(=O)[nH]c(=O)n2C
 : -4, -3, -7
[63] Cc1ncc(C)c(N2C[C@@H]3CN(C(=O)C4CC4)C[C@]3(C(=O)O)C2)n1
 : /, -4, 2
[64] CN(Cc1cccc2cccnc12)S(=O)(=O)c1cccs1
 : /, 14, -7
[65] CCOc1ncccc1-c1ccc(C)nc1N
 : /, -2, -5
[66] COc1ccc([C@@H]2C[C@H](NC(C)=O)C[C@H](c3ccc(Cl)cc3)O2)cn1
 : -14, -7, 2
[67] O=C(Cc1csc(NC(=O)NC2CCCCC2)n1)Nc1ccc(Oc2ccccc2)cc1
 : /, -12, -2
[68] Fc1cccc(CSc2nnc(-c3ccc4c(c3)OCO4)o2)c1
 : /, 1, -2
[69] O=C(c1cn(CCN2CCCCC2)nn1)N1CCc2ccccc2C1
 : -10, -8, -1
[70] CC1Sc2ccc(C(F)(F)F)cc2N(Cc2ccccc2Cl)C1=O (configuration not stated)
 : /, -4, 8
[71] CC(N)C12CC3CC(CC(O)(C3)C1)C2 (configuration not stated)
 : /, -7, 1
[72] Cc1ccc(CN(C(=O)c2ccc(=O)[nH]c2)C2CCCC2)s1
 : -10, -5, -1
[73] Cc1nc2ncccc2c(=O)n1-c1ccc(F)c(NC(=O)c2cccc([N+](=O)[O-])c2)c1
 : -8, -12, 8
[74] Cc1cnc(NC(=O)Cc2ccc(C)c(C)c2)s1
 : -6, -8, 6
[75] Cc1nc2c(C)cccc2cc1C(=O)N1CCN2CCN(C)CC2C1 (configuration not stated)
 : /, -4, 3
[76] Cc1ccc(-c2c(N)n[nH]c2C(F)(F)F)cc1
 : /, -3, 1
[77] Cc1ccccc1C(=O)NNC(=O)C(C)N1C(=O)c2ccccc2C1=O (configuration not stated)
 : -3, 1, 4
[78] COc1ccc(NC(=O)CSc2ccc(-c3sc(-c4cccs4)nc3C)nn2)cc1
 : -7, -4, 7
[79] COCCCn1c(SCC(=O)N2CCc3ccccc32)nnc1-c1ccccc1Cl
 : -8, -7, -5
[80] Cc1c(Cl)c(C(F)(F)F)nn1CC(=O)NCc1ccc(F)cc1
 : -1, -1, -10

Retrieved by compound from the list above (2):
Value order – mcGAS lum, hcGAS inh, NPYLR7 ag
[78] COc1ccc(NC(=O)CSc2ccc(-c3sc(-c4cccs4)nc3C)nn2)cc1
 : -7, -4, 7
[74] Cc1cnc(NC(=O)Cc2ccc(C)c(C)c2)s1
 : -6, -8, 6

Remaining list, next part
Value order – mcGAS lum, hcGAS inh, NPYLR7 ag
[81] CCOC(=O)N(C)c1c(CC)nc2c(OCC=C(C)C)cccn12
 : -2, -5, 3
[82] O=C(NCCc1ccc(Cl)cc1Cl)c1csc(CSc2nnc(Cc3ccccc3)n2-c2ccccc2)n1
 : -4, -8, 2
[83] Cc1cc(CN2C(=O)CC3(CCSC3)C2=O)on1 (configuration not stated)
 : /, -7, 0
[84] COc1ccc(C(=O)NC(C(=O)NC(C)C(C)C)C2CCN(C(=O)CCc3ccccc3)CC2)cc1 (configuration not stated)
 : 0, 2, -21
[85] CS(=O)(=O)N1CCN(C(=O)c2cccnc2)C[C@H]1C(=O)N[C@H](Cc1cc2ccccc2[nH]1)C(N)=O
 : -8, -6, -8
[86] O=C(CS(=O)(=O)c1c[nH]c2ccccc12)Nc1ccc(Br)cc1
 : 6, 11, -5
[87] CC(=O)N1CCCn2nc(C(=O)NC(C)Cc3cc(C)[nH]n3)cc2C1 (configuration not stated)
 : /, 0, -1
[88] Clc1ccc(Br)cc1-c1nnc(-c2ccncc2)o1
 : /, 0, 8
[89] O=C(OCC(=O)N1CCCC1c1ccc(Cl)c(Cl)c1)C1CCOC1 (configuration not stated)
 : /, -2, 3
[90] COc1ccc(S(=O)(=O)N2CCc3ccccc3C2)cc1N1CCN(C(=O)CSc2ccccc2)CC1
 : -7, -3, 24
[91] CN(C)c1ccc(-c2cnc3ccc(NCc4ccc5c(c4)OCO5)nn23)cc1
 : -4, -6, 13

Random draw from the library; any-hit rate near 0.27%.
